# PriA SSB inh – inhibitors of Klebsiella pneumoniae PriA binding to SSB C-terminal tail. AlphaScreen SSBct-PriA binding, biotinylated peptide. inhibition, % at 33 µM. 430,000 compounds, 0.6% hits. AID 1272365; in the data active = inhibition mostly above about 37%, no sharp cut-off; inactive = mostly below about 20%;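 note: plate controls were negative control peptide for no effect and reference peptide for full effect; strong numbers were not always called active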
# The depositor's hits bear a star; & = joins results of further samples. An excerpt. The share of hits here may be higher or lower than overall.
SMILES,PriA SSB inh
O=C(CN1C(=O)COc2ccccc21)Nc1ccc(Oc2ccccc2)cc1,38
Cc1noc(C)c1CC(=O)NCC(O)Cn1ccccc1=O (stereo not drawn),13
Cc1cc(Nc2ccc(Br)cc2)n2ncc(-c3ccccc3)c2n1,-22
CC(C)C(=O)Nc1ccc(C(=O)Oc2ccccc2)c(O)c1,7
CN(C)CC#CCNC(=O)CC1CCCC1,1
CCOc1ccc(C(CC)=NNC(=O)C2(C)CC2(Br)Br)cc1 (stereo not drawn),-12
O=C(c1ccc2c(c1)OCO2)N(CCc1cccs1)Cc1ccco1,0
CCOC(=O)N1CCC2(CC1)CC(=O)c1ccccc1O2,3
CCOC(=O)CC(=O)CSC1=C(C#N)C(c2ccc(OCC)cc2)C(C(=O)OC)C(=O)N1 (stereo not drawn),9
Cc1nn(C(C)C)c(C)c1S(=O)(=O)N1CCC(Oc2nccnc2C#N)C1 (stereo not drawn),-5
CC[C@@H](C(=O)N1CCC(Oc2cnccn2)CC1)c1ccccc1,-6
Cc1cccc(CC(=O)Nc2cc(C)nn2-c2nc(C)cc(=O)[nH]2)c1,51*

# Arranged by formula weight (smallest number first): some entries from above.
SMILES,PriA SSB inh
CN(C)CC#CCNC(=O)CC1CCCC1,1
CCOC(=O)N1CCC2(CC1)CC(=O)c1ccccc1O2,3
Cc1cccc(CC(=O)Nc2cc(C)nn2-c2nc(C)cc(=O)[nH]2)c1,51*
Cc1cc(Nc2ccc(Br)cc2)n2ncc(-c3ccccc3)c2n1,-22
Cc1nn(C(C)C)c(C)c1S(=O)(=O)N1CCC(Oc2nccnc2C#N)C1 (stereo not drawn),-5
CCOc1ccc(C(CC)=NNC(=O)C2(C)CC2(Br)Br)cc1 (stereo not drawn),-12
CCOC(=O)CC(=O)CSC1=C(C#N)C(c2ccc(OCC)cc2)C(C(=O)OC)C(=O)N1 (stereo not drawn),9

# New compounds follow.
SMILES,PriA SSB inh
COc1ccc(-c2coc3cc(OCCN4CC(C)OC(C)C4)ccc3c2=O)cc1 (stereo not drawn),-11
CCOc1ccc(Nc2nc(NCCC3=CCCCC3)nc3c2cnn3-c2ccccc2)cc1,0
COc1cccc(CCNC(=O)c2csc(NC(=O)Nc3ccc(C)cc3)n2)c1,-1
O=C(CSc1nc2c(c(=O)[nH]1)CN(Cc1ccc(F)cc1)CC2)NCCc1ccc(Cl)cc1,-5&3
CC(C)(C)OC(=O)N1Cc2nn(-c3ccccc3)c(N)c2C1,-13
O=C(COc1ccc(Cl)cc1)Nc1nnc(SCc2cccc(C(F)(F)F)c2)s1,-2
CC(C)(C)c1csc(CN2CCN(S(=O)(=O)c3ccc4c(c3)OCCO4)CC2)n1,-15
O=C(N(Cc1ccccn1)Cc1ccco1)C1(c2cccs2)CCCC1,-7
Cc1cc(C)c(Cn2c(=O)n(Cc3ccc(C(=O)NC4CCN(Cc5ccccc5)CC4)cc3)c(=O)c3ccccc32)c(C)c1,0
CCCOc1ccc(C(O)=C2C(=O)C(=O)N(CCCOC)C2c2ccncc2)cc1 (stereo not drawn),-9
O=C(NCCn1nc(-c2cccs2)n(C2CC2)c1=O)C1CC=CCC1 (stereo not drawn),-8
O=C(c1ccc(N2CCCCC2)nn1)N1CCN(C(c2ccccc2)c2ccccc2)CC1,-3
Cc1cc(OC2CN(S(=O)(=O)c3ccc4oc(=O)n(C)c4c3)C2)cc(=O)o1,3
O=C(Nc1onc2c1CCCC2)C1CN(C(=O)c2cnccn2)C1,-3
COc1ccc(CNC(=O)C(=O)Nc2ccc(C(N)=O)cc2)cc1,-2
O=C(NCCn1ccn2nccc12)c1ccccc1Br,-2
O=C(NCCOc1ccc2nnc(-c3ccccc3Cl)n2n1)c1ccc(F)c(F)c1,-5
NC(=NOC(=O)COc1ccccc1Cl)c1ccc(Cl)cc1,-33
Cc1nc2ccc3nc(NC(=O)C4=COCCO4)sc3c2s1,6
CCCCc1ccc(NC(=O)CSc2cn(CCNC(=O)c3ccccc3F)c3ccccc23)cc1,6
COc1ccc(C)cc1NC(=O)c1cc(=O)[nH]cn1,-26
Cc1ccc(OC2CCN(C(=O)C3OCCc4ccccc43)C2)nn1 (stereo not drawn),-11
O=C(NCCn1ncc2c(=O)n(Cc3ccc(Br)cc3)cnc21)c1ccc2c(c1)OCO2,2
C=C(Br)Cn1c(Cc2ccccc2)nc2ccccc21,-44
Cc1ccc(C=Nn2c(-c3ccccc3)n[nH]c2=S)s1,-9
CC(=O)c1cccc(NC(=O)Cc2cc(=O)[nH]c(SCc3cccc(Cl)c3)n2)c1,5
CC1CCCC(C)N1CC(O)Cn1cc(/C=N\O)c2ccccc21 (stereo not drawn),-3
Cc1nnc(SCc2c(F)cccc2Cl)[nH]c1=O,0
O=S(=O)(NCC1CCN(Cc2ccco2)CC1)c1ccccc1Cl,-7
COc1ccc(C(=O)NCC(c2cccs2)N2CCc3ccccc3C2)cc1OC (stereo not drawn),-15
Cc1nc(N2CCN(C(=O)c3ccc(S(N)(=O)=O)cc3)CC2)cc(-n2cccc2)n1,-8
Cc1c(Cl)cccc1NC(=NS(=O)(=O)c1cccs1)c1ccccc1,0
CCOc1ccc(S(=O)(=O)Nc2ccc3c(c2)OCC(C)(C)C(=O)N3CCC(C)C)cc1C,-7
O=C(Cc1ccc(F)cc1)Nc1nnc(C2CCCCC2)o1,-1
Cc1cc(C)c2nc(N(Cc3ccco3)C(=O)c3cc(C)no3)sc2c1,-7
O=C(Cn1cnc2c(sc3ccccc32)c1=O)Nc1ccc(F)c(Cl)c1,-4
Cc1ccc(/C=C/S(=O)(=O)NC2CC(=O)N(C)C2)cc1 (stereo not drawn),-4
O=C(CSc1nnc2ccc3ccccc3n12)NCc1ccc2c(c1)OCO2,-10&-3
COc1cccc(C(=O)Nc2ccc3nc(C)n(-c4ccc(C)cc4)c(=O)c3c2)c1,3
Cc1cccc(NC(=O)C(=O)NCC2CCN(C(=O)c3cccnc3)CC2)c1C,-8
O=C(Cc1cn(Cc2ccc(F)cc2)c2ccccc12)NCc1ccc2c(c1)OCO2,-26&-7
COc1cccc(C=NNc2ccc(S(=O)(=O)O)cc2)c1O,-9
Cc1ccc(C)c(N(CC(=O)NN=Cc2ccc(-c3ccc([N+](=O)[O-])cc3)o2)S(=O)(=O)c2ccccc2)c1,4
COc1ccc(Br)c(C(=O)N(Cc2ccoc2)Cc2cccs2)c1,-7
COc1ccc(OC)c(C=NNC(=O)CNC(=O)c2ccc(S(=O)(=O)N3CCCC3)cc2)c1,0
Cn1c(=O)oc2ccc(S(=O)(=O)N3CCSC(c4cc(F)ccc4F)CC3)cc21 (stereo not drawn),-9
CCOc1cc(S(=O)(=O)Nc2ccccc2C(=O)O)ccc1F,0
CC(=O)NC1C(OC(=O)COc2ccc(Cl)cc2C)OC(COC(C)=O)C(OC(C)=O)C1OC(C)=O (stereo not drawn),5
NC(=S)NN=Cc1ccc(-n2nncc2-c2ccc(Cl)cc2)cc1,2
CSC1=NCCN1C(=O)C1CCCCC1,-4
COc1ccc(Cl)c2sc(N(Cc3cccnc3)C(=O)c3c(F)cccc3F)nc12,-11&0
Cc1ccc(-c2cc3c(=O)n(Cc4nc(-c5ccccc5Cl)no4)ccn3n2)cc1C,4
COC(=O)c1cc(C)nc2c1c(C)nn2-c1ccc(F)cc1,-25
Cc1cc(NC(=O)C2CCCN2S(=O)(=O)c2ccc(Cl)s2)on1 (stereo not drawn),-1
Cc1c(NC(=O)c2ccc(-n3cncn3)nn2)c(=O)n(-c2ccccc2)n1C,-22
Cc1nn(C(=O)C23CC4CC(CC(C4)C2)C3)c(C)c1Sc1ccc([N+](=O)[O-])cc1,-4
O=S(=O)(c1ccccc1)N1CCC(c2nnc(C3CC3)s2)CC1,2
CN(C)CCN(C(=O)c1ccc([N+](=O)[O-])o1)c1nc2cc3c(cc2s1)OCO3,-10
COC(=O)CCC(=O)Nc1ccc(S(=O)(=O)Nc2cc(C)on2)cc1,-8
O=C(NCCN1CCOCC1)C(=O)Nc1ccccc1Cl,-10
# Further structures follow.
SMILES,PriA SSB inh
CCN(CC)C(=Nc1ccccc1)Nc1ccccc1,-8
CCOc1ccc(Nc2c(S(=O)(=O)c3ccccc3)cnc3ccc(Cl)cc23)cc1,-13
Cc1ccccc1C(=O)Nc1ccc(C(=O)NN=Cc2ccccn2)cc1,1
CS(=O)(=O)N1CCCc2ccc(NC(=O)C(=O)NCC3(O)Cc4ccccc4C3)cc21,5
Cc1cc(N2CCCC2)nc(N2CCN(C(=O)c3cccc(C(F)(F)F)c3)CC2)n1,4
CCS(=O)(=O)Nc1ccc2c(c1)OCC(C)(C)C(=O)N2,-14
O=C(CCS(=O)(=O)c1ccccc1)N1CC(Oc2nccs2)C1,11
COc1ccc(Cl)cc1NC(=O)Cn1nc(C)cc1C,0
O=S(=O)(NCCn1ccc(-c2ccccn2)n1)c1ccc(OC(F)(F)F)cc1,-21
O=C(NCCn1ccn2nccc12)Nc1ccccc1Cl,-10
C=CCC1S/C(=N\N=C/c2ccc(OCc3ccccc3)cc2)NC1=O (stereo not drawn),-12
CC(C)c1nn(Cc2ccc(Br)cc2)c(=O)c2c1cnn2C(C)(C)C,-20

# Four neighbouring entries already listed, quoted:
SMILES,PriA SSB inh
O=S(=O)(NCCn1ccc(-c2ccccn2)n1)c1ccc(OC(F)(F)F)cc1,-21
O=C(NCCn1ccn2nccc12)Nc1ccccc1Cl,-10
C=CCC1S/C(=N\N=C/c2ccc(OCc3ccccc3)cc2)NC1=O (stereo not drawn),-12
CC(C)c1nn(Cc2ccc(Br)cc2)c(=O)c2c1cnn2C(C)(C)C,-20

# (list continues)
SMILES,PriA SSB inh
O=C(CCc1ccccc1F)N(CCc1cccs1)C1CC1,-21
N#C/C(=C\c1cn[nH]c1-c1ccccc1)c1nc2ccccc2s1,-13
O=C(CNc1ccc(F)cc1)NN=C1CCCc2ccccc21,6
O=C(c1cnc2ccccc2n1)N1CC(Oc2nc3ccccc3s2)C1,-14
Cc1nnsc1C(=O)NCC1CCC(c2nc3ccccc3[nH]2)CC1 (stereo not drawn),-23
O=C(Nc1nnc(-c2ccc(Cl)cc2Cl)s1)c1cccc(C(F)(F)F)c1,2
O=S(=O)(/C=C/c1ccccc1)N1CCN(c2ccc3nnc(-c4ccco4)n3n2)CC1,-12
CC(=NNC(=O)CCCCCNC(=O)c1ccccc1)c1ccccc1O,-10
Cc1cccc(NC(N)=Nc2nc(C)cc(C)n2)c1,-8
Cc1csc(NC(=O)CN2CCC(COCc3ccc(C#N)cc3)CC2)n1,2
O=C(Nc1nc(C(=O)NCc2c(F)cccc2F)cs1)c1ccc(Cl)cc1,-6
Fc1ccc(-c2nc(NCc3ccccc3)c3ccccc3n2)cc1,-1
O=C1CCCN1c1ccc(Cn2nc3ccc(-c4ccccc4)nn3c2=O)cc1,-10
Cc1ccc(C(=O)NN=Cc2ccc3c(c2)OCO3)o1,-23
CCC(=O)N1CCN=C1SCc1ccc(C)cc1,-11
COc1cc(C=NNC(=O)COc2ccc([N+](=O)[O-])cc2)ccc1OCC(=O)N1CCOCC1,9
CC(NC(=O)C(=O)NCCCc1ccc(N(C)C)cc1)c1ccccc1 (stereo not drawn),-17
O=C(NCC1CCCO1)c1csc(Nc2ccc(OC(F)F)cc2)n1 (stereo not drawn),-21
O=c1cccnn1CCNS(=O)(=O)c1cccs1,-19
O=C(Cc1ccc(Cl)s1)Nc1cccc(-c2nc3ccccc3o2)c1,-3
Cc1ccc(C)n1CCCC(=O)Nc1ccc(F)c(Cl)c1,8
Cn1cc(S(=O)(=O)N2CCCN(C(=O)C3COc4ccccc4O3)CC2)cn1 (stereo not drawn),-6
CCn1cc(C(=O)Nc2ccc3c(c2)CCC3)c(=O)c2ccc(C)nc21,6
CSc1ccccc1NC(=O)c1cc(N2CCCC2)ncn1,-23
O=C(Cc1ccc2c(c1)OCO2)NCc1cncc(-c2cccs2)c1,1
CCOCCCn1c(SCC(=O)Nc2ccc(F)c(Cl)c2)nc2c(oc3ccccc32)c1=O,-4
O=C(CCc1ccc(Cl)c(C(F)(F)F)c1)NCc1cncc(-c2cccs2)c1,-22
CN(C)c1ccc(-c2cc(-c3ccccc3)nc(SCC(=O)N3CCCCCC3)c2C#N)cc1,-13&1
COc1cccc(C(=O)Nc2nc3c(SC)cccc3s2)c1OC,8
COc1ccc(C)c2sc(N(CCN3CCOCC3)C(=O)c3cccc(S(C)(=O)=O)c3)nc12,-12
O=C(COc1ccc(Cl)cc1Cl)Nc1nnc(CS(=O)(=O)c2ccccc2)o1,20
C1CCC(CN2CCNCC2)C1,-34
CN(C)c1ccnc(CNC(=O)c2c(F)cccc2F)n1,-4
O=C(NCCn1nc(C(F)(F)F)c2c1CCCC2)c1nc2ccccc2s1,-26
CCN(CC)c1ccc(C=NNC(=O)c2ccc([N+](=O)[O-])cc2)cc1,-6
Cc1nc(-n2cccc2)sc1C(=O)Nc1cnn(CC2COc3ccccc3O2)c1 (stereo not drawn),7
COc1ccc(Cl)cc1NC(=O)N1CCN(c2ccc(-c3ccco3)nn2)CC1,-8
CCOc1coc(C(=O)Nc2c(C)cc(C)cc2C)cc1=O,-5
Cc1nc(-c2ccccc2F)sc1CNC(=O)C(C)n1nc(-c2ccco2)ccc1=O (stereo not drawn),-16
Cn1c(C2CCN(S(C)(=O)=O)CC2)nn(Cc2c(F)cccc2Cl)c1=O,0
COc1ccc(S(=O)(=O)Nc2ccc3c(c2)-c2nc(C)sc2CC3)c(OC)c1,-4&7
O=C(NCc1nncn1-c1ccccc1)c1cc2n(n1)CCCO2,-6
CC(C)n1c(CN)nc2ccccc21,-16
Cc1cc(N2CCC(NC(=O)c3cc(-c4cccs4)[nH]n3)CC2)n[nH]1,-11
COc1cc(Nc2ccc(NC(=O)c3cccc(C(F)(F)F)c3)cc2)nc(C)n1,4
COC1(CNS(=O)(=O)c2cnn(C)c2)Cc2ccccc2C1,-11
C/C(=N/NC1=NCCCCC1)c1ccccc1,-17

# From PubChem
